Source: PubChem (The Scripps Research Institute Molecular Screening Center)
GPR151 activ – activators of human GPR151, primary screen, cell-based, PathHunter beta-arrestin, luminescence | actives 1% (n = 650,000) | PathHunter beta-arrestin GPR151 cells | activation, % at 11.2 µM | G-protein coupled receptor 151 (Homo sapiens), Q8TDV0; in the data active = activation above about 4.9%;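 note: 0% = median of compound wells and 100% = cells with positive control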
Target sequence (Q8TDV0 whole entry, looked up): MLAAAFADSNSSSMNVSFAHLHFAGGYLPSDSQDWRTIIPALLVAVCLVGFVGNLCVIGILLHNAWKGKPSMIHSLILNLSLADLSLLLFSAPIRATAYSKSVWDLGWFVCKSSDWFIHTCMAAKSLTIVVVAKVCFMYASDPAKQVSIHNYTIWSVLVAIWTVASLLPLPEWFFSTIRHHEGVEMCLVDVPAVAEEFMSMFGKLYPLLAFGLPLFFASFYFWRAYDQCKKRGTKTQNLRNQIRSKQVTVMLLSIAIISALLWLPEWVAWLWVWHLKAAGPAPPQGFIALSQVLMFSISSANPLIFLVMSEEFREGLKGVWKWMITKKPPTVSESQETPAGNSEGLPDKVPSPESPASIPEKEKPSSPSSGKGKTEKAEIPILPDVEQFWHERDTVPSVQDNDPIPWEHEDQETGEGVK
TEAD-YAP block – TEAD-YAP interaction inhibition, primary screen, TEAD-YAP interaction inhibitor project, luminescence, HEK-TIYL cells | TEAD-Gal4/YAP UAS-luciferase luminescence | inhibition, % at 9.12 µM | actives 1.4% (n = 640,000) | AID 1259422, 2018; in the data active = inhibition above about 32%;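 note: 0% = median of test compound wells and 100% = reference inhibitor wells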
FBW7 activator – FBW7 E3 ligase activators, primary screen, biochemical, AlphaScreen, human; F-box/WD repeat-containing protein 7 (Homo sapiens), Q969H0; AlphaScreen FBW7–phospho-cyclin E peptide binding, activator screen; normalized activity (activation), % at 26.1 µM; actives 0.13% (n = 650,000); AID 1259310, 2017; in the data active = normalized activity above about 1.9%;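 note: purified mutant Fbw7 with reduced substrate affinity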
Target sequence (Q969H0 whole entry, looked up): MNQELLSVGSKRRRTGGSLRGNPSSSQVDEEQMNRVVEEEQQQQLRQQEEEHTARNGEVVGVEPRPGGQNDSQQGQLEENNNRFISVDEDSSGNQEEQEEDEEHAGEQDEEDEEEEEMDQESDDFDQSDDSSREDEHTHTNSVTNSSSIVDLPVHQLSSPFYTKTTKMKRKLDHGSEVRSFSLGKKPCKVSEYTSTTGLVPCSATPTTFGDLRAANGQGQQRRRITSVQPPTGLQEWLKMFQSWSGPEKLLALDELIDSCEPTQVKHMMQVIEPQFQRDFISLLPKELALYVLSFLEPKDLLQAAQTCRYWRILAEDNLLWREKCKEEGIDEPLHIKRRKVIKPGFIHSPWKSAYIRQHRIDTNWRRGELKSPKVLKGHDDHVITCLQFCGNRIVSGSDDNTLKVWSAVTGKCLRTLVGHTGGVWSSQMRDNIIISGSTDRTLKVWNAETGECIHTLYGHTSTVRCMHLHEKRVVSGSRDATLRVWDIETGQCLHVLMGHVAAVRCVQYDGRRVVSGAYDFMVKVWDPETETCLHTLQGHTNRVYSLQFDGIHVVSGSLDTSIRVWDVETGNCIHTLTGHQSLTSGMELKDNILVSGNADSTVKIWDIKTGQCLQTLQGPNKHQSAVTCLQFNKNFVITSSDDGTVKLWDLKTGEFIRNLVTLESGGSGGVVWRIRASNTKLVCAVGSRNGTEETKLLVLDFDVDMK
MITF inh – MITF inhibitors, primary screen, biochemical, AlphaScreen, human | AlphaScreen MITF homodimerization, bead proximity signal | inhibition, % at 2.6 µM | actives 0.91% (n = 650,000); in the data active = inhibition above about 50%;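 note: 0% = vehicle wells with protein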
Active calls of the source: *; . = no result given; & = joins results of further samples.

SMILES	GPR151 activ	TEAD-YAP block	FBW7 activator	MITF inh
CC(=O)Nc1ccc(S(=O)(=O)n2nc(C)c(Cl)c2C)cc1	0.1	2.8	0.2	-21.2
CCN(CC)CCNS(=O)(=O)c1ccc(Cc2ccc(S(=O)(=O)NCCN(CC)CC)cc2)cc1	-1.3	-0.6	0.0	6.1
COc1ccc(C2=CC(c3ccc4c(c3)OCO4)n3nc(C(F)(F)F)nc3N2)cc1OC (configuration not stated)	-0.7	-9.1	0.0	7.4
Cc1cccc(NC(=O)C(=O)c2ccccc2)c1N1CCC2(CC1)OCCO2	-0.9	-1.5	-0.1	-4.5
O=C(CSc1ccccc1)Nc1ncn[nH]1	0.6	-5.2	-0.3	8.7
CC(NC(=O)COC(=O)c1cc(O)c2ccccc2c1O)C1CC2CCC1C2 (configuration not stated)	-1.5	-8.9	-0.2	-3.6
CC1(C)CC(=O)C2=C(C1)Nc1ccccc1NC2c1ccc(-c2ccc([N+](=O)[O-])cc2)o1 (configuration not stated)	0.6	14.7	-0.1	-0.9
CCCCCOC(=O)C1=C(C)NC2=C(C(=O)CC(C)(C)C2)C1c1ccc(CC)cc1 (configuration not stated)	-0.1	0.4	1.0	-21.8
Nc1nc(Nc2ccc(N3CCOCC3)cc2)cc(N2CCC(N3CCOCC3)CC2)n1	0.6	-4.5	1.3	9.9
CCN(CC)C(=S)SC1CC(=O)N(c2ccccc2)C1=O (configuration not stated)	-2.5	11.1	1.3	20.2
O=C(CSc1nc(Nc2ccc(F)cc2)c2ccccc2n1)NCc1ccco1	-1.7	3.5	-0.2	-1.6
Cc1cc(-n2c(SCC(=O)NCc3cccs3)nc3[nH]ncc3c2=O)ccc1Cl	0.5	7.8	-0.1	-8.8
COc1cccc(-c2csc(/C(C#N)=C\Nc3ccccc3[N+](=O)[O-])n2)c1	-0.5	-0.6	-0.1	4.0
CC(=O)Nc1ccc([N+](=O)[O-])c(CS(=O)(=O)c2ccc(C)cc2)c1[N+](=O)[O-]	1.0	2.6	0.0	9.9
COc1ccccc1NCc1cn2ccccc2n1	-3.4	-37.6	0.4	9.9
CCc1cc(NC(C)C)n2nc3nc(C)cc(C)c3c2n1	0.5	0.4	0.5	-4.0
O=S(=O)(CCc1ccccc1)NCC1(O)CCCC1	-1.0	0.5	-0.2	1.5
COc1ccccc1CCNC(=O)c1cnccn1	-0.3	14.6	0.5	12.2
CCOc1ccc(CNC(=O)C2c3ccccc3C(=O)N3CCc4ccccc4C23)cc1 (configuration not stated)	0.4	6.3	0.1	8.8
CCCN(CCC)S(=O)(=O)c1ccc(C(=O)N2CCC(=O)c3ccccc32)cc1	-0.1	8.0	0.7	13.6
O=C1C(=O)c2ccccc2C(O)=C1c1ccc(Cl)cc1	-0.4	-6.2	-0.1	-21.4
COc1cccc(/C=C2\SC(=S)N(C)C2=O)c1OC	1.1	-22.9	0.7	-1.5
COc1cccc(CNc2ncnc3sc(C(=O)N(CCO)CCO)c(C)c23)c1	-0.3	-11.0	-0.1	-6.0
COC(=O)COc1cc2occ(-c3csc(C)n3)c(=O)c2cc1C	-3.5	16.2	-0.1	-9.8
COc1ccc(C[C@@H]2NC(=O)[C@H]3CN(C(=O)c4ccc(OC(F)(F)F)cc4)CCN3C2=O)cc1	1.4	10.7	0.0	-3.8
O=C(Cn1cc([N+](=O)[O-])cn1)Nc1ccccn1	2.8	1.5	0.0	1.4
CCOC(=O)c1c(C)n(-c2ccc(OC)cc2)c2c1cc(O)c1[nH]cnc12	0.3	-2.9	0.0	5.5
CC(C)C[C@@H]1NC(=O)[C@@H]2C[C@H](NC(=O)Nc3ccc(Cl)cc3Cl)CN2C1=O	-0.3	-6.3	-0.1	4.9
CN(Cc1nc(-c2ccc([N+](=O)[O-])cc2)no1)S(=O)(=O)c1cc(Cl)ccc1Cl	2.1	0.7	0.1	16.9
COc1cc2c(cc1O)CC[C@@H]1[C@@H]2CC[C@]2(C)[C@@H](O)CC[C@@H]12	-1.4	53.1*	0.1	16.5
CCN(CC)CCNCc1cc(Br)ccc1OCC(=O)NCc1ccccc1	-0.6	2.3	-0.1	-12.4
CC1(C(=O)O)COC(c2ccc([N+](=O)[O-])cc2)OC1 (configuration not stated)	-1.0	-2.7	0.0	12.7
CCN1CCN(C(=O)CN(CC)S(=O)(=O)c2ccc(Cl)cc2)CC1	1.6	5.0	-0.3	-3.6
Cc1ccc2c(c1)cc1c(=O)n(CC(=O)N3CCN(c4ccccn4)CC3)nc(C)n12	-1.3	-0.1	0.8	14.3
Brc1ccc2nc(N3CCCCC3)sc2c1	0.4	-78.1	-0.1	-9.2
CCC(C)NS(=O)(=O)c1ccc(S(=O)(=O)n2cnc3ccccc32)cc1 (configuration not stated)	0.6	-2.4	0.1	6.1
Cc1ccc(CN=C2NC(=O)C(CC(=O)NCCc3ccccc3)S2)cc1 (configuration not stated)	0.8	9.4	0.0	-7.5
Cc1ccc(N/C(=C\C(=O)c2ccc(Br)cc2)C(F)(F)F)cc1	1.0	6.2	0.0	-4.1
CCN(Cc1ccccc1)S(=O)(=O)c1cc(C(=O)Nc2cccc(C)c2)ccc1F	-0.6	51.1*	0.8	7.9
COc1c(N)c2ccccc2[nH]c1=O	-0.4	2.2	0.0	5.4
CC(=O)c1cc2c(N)c(C(N)=O)sc2nc1C	-0.6	13.0	-0.1	8.2
COc1ccc(/C=N/n2c(=O)c(C(C)(C)C)nn3cnnc23)c(OC)c1	-1.6	7.0	0.1	13.0
COc1ccc(/C=C2\SC(c3ccc(C)cc3)=NC2=O)cc1Br	-0.4	-13.5	-0.3	-6.1
O=C1OC(/C=C/c2ccccc2)=NC/1=C\c1cccc2ccccc12	-0.3	2.9	0.0	10.9
CCOc1ccc(S(=O)(=O)N2CCOCC2)cc1-c1nc2c(C(C)(C)C)nn(C)c2c(=O)[nH]1	-1.0	-7.6	0.1	4.5
CCOC(=O)COc1cccc2c(=O)n(CC(=O)Nc3ccc(C)cc3)ccc12	-1.7	10.3	0.2	-3.1
CCN(CC)C(=O)CN(C)S(=O)(=O)c1cccc2nsnc12	0.9	-6.7	0.0	-9.3
CCCNC(=O)C1CC(c2cccc(OC)c2)=NO1 (configuration not stated)	-0.3	6.6	0.4	5.1
CCN(CC)C(=O)/C(=C\c1ccc(OC)c(OC)c1)n1ccccc1=O	1.6	1.8	0.1	3.9
CCCNc1nc(-c2ccc(OC)cc2)nc2c1ncn2C(C)C	-1.8	-1.2	0.2	1.4
Cc1ccc(-c2ccc(=O)n(CC(=O)Nc3cccc(C(=O)N4CCN(C)CC4)c3)n2)cc1	1.5	-3.0	0.2	-3.8
Cc1cccc(OCC(=O)Nc2ccc(S(N)(=O)=O)cc2)c1	-1.0	1.1	-0.1	-3.8
Cn1c(Nc2nc(NCc3nc4ccccc4[nH]3)c3ncn(C4CCCCC4)c3n2)nc2ccccc21	-1.9	33.6*	-0.1	-8.5
Cc1cccc(-n2ncc3c(=O)n(CC(=O)NCc4ccccc4)cnc32)c1C	-2.2	-44.4	1.0	18.2
O=C(Nc1ccc(N2CCOCC2)cc1)c1ccc(F)cc1	-2.6	-57.4	0.0	-7.6
CN1C(=O)CC(c2ccccc2)C1=O (configuration not stated)	0.7	.	0.0	5.7
CCN(CC(=O)Nc1ccc(C)c(F)c1)CC(=O)NC(C)C	-0.5	-7.1	-0.1	-0.6
O=C(O)COc1ccc(S(=O)(=O)N2CCCC2)cc1	1.2	4.5	0.5	9.7
CN(CC(=O)NCCCN1CCOCC1)c1nnc(N2CCCC2=O)s1	-1.1	3.7	-0.1	1.0
COc1ccc(N=Cc2c(O)n(-c3ccccc3F)c(=O)[nH]c2=O)c(OC)c1	-0.3	-0.2	1.0	5.8

Continuation.
SMILES	GPR151 activ	TEAD-YAP block	FBW7 activator	MITF inh
CC1(C)CC(=O)C2=C(C1)OC(N)=C(C#N)C2c1ccc(Br)s1 (configuration not stated)	-1.3	-5.0	-0.2	-4.7
COCCOC(=O)C1=C(C)NC2=C(C(=O)CC(c3cccs3)C2)C1c1ccc(C)o1 (configuration not stated)	-2.0&-0.2	20.9&24.7	0.2&0.2	2.3&2.3
CC(c1ccccc1)c1cc(C(=O)NCC2CCN(C(C)C)CC2)on1 (configuration not stated)	-0.8	6.9	-0.2	-2.1
CC1CCCCC1NC(=O)c1cc(S(=O)(=O)N2CCc3ccccc32)ccc1F (configuration not stated)	-0.8	2.1	0.0	-2.5
O=C(O)CCCCCn1c(SCC(=O)NCC2CCCO2)nc2ccsc2c1=O (configuration not stated)	-1.9	0.3	0.1	14.7
Cc1ccc(CNC(=O)CCC2CCCN(Cc3cn(C)nc3C)C2)o1 (configuration not stated)	-1.4	2.9	-0.1	2.8
N#Cc1cc([N+](=O)[O-])ccc1N1CCCC(C(F)(F)F)C1 (configuration not stated)	-0.6	-2.5	-0.1	4.8
CC(=O)Nc1ccc(NS(=O)(=O)c2ccc(NC(C)=O)cc2)cc1	-1.5	-4.8	0.0	11.8
COc1ccc(Cl)cc1S(=O)(=O)NCCN1CCN(c2ccccc2F)CC1	3.1	8.4	0.0	8.8
CCc1ccc(C2(C)CC(C)(C)N(C(=O)c3ccc(Cl)cc3Cl)c3ccccc32)cc1 (configuration not stated)	2.0	9.4	0.6	20.9
CCOC(=O)c1c(-c2ccc(C)cc2)csc1NC(=O)c1cccnc1	-0.2	-7.1	0.0	-9.1
COCCN1Cc2cccc(C(=O)Nc3cc(F)ccc3F)c2C1=O	-0.1	21.3	-0.1	-9.9
Cc1cccc(-n2c(CNC(=O)COc3ccccc3)nnc2SCC(=O)N2CCc3ccccc32)c1	0.1	-12.7	-0.2	-8.1
Cc1cc(C)cc(N(C)S(=O)(=O)c2nnc(NC(=O)COc3ccccc3)s2)c1	1.0	2.1	0.0	-4.7
CCNc1nc(NCc2cccnc2)c2ncn(-c3ccccc3)c2n1	-1.1	4.9	0.4	21.1
CC(C(=O)NCCN1CCOCC1)c1ccc([N+](=O)[O-])cc1 (configuration not stated)	2.1	9.8	-0.1	8.3
COc1ccc(-c2n[nH]c3c2C(c2ccccc2[N+](=O)[O-])NC3=O)cc1 (configuration not stated)	0.2	0.7	-0.8	7.6
COc1cc(Nc2cc(NCCO)c([N+](=O)[O-])c3nonc23)cc(OC)c1OC	1.2	-7.1	-0.5	-0.6
COc1ccc(C2C3=C(CC(c4cccc(F)c4)CC3=O)Nc3ccccc3N2C(=O)CCC(=O)O)cc1 (configuration not stated)	1.0	-4.0	0.1	2.7
O=C(CSc1nnc(-c2ccc3c(c2)OCCO3)o1)NC1CCCCC1	-0.3	-1.2	-0.1	3.2
COCCNC(=S)N/N=C/c1ccc(OC(=O)c2cc(OC)c(OC)c(OC)c2)cc1	1.2	-2.5	-0.4	1.7
O=C(Nc1cc2cc(Cl)ccc2oc1=O)c1ccccc1	1.5	-13.5	0.2	-18.1
Cc1c(C(=O)C(=O)NCCC(C)C)c2ccccc2n1C	-1.1	-0.9	0.8	8.4
CC(C)C(=O)NC(=S)N1CCOCC1	-0.5	5.6	0.0	-5.7

A few values from above.
`CCNc1nc(NCc2cccnc2)c2ncn(-c3ccccc3)c2n1` in TEAD-YAP block has 4.9
`O=C(Nc1cc2cc(Cl)ccc2oc1=O)c1ccccc1` in FBW7 activator has 0.2

Ordered by formula weight (falling): some entries from above.
SMILES	GPR151 activ	TEAD-YAP block	FBW7 activator	MITF inh
COc1ccc(C2C3=C(CC(c4cccc(F)c4)CC3=O)Nc3ccccc3N2C(=O)CCC(=O)O)cc1 (configuration not stated)	1.0	-4.0	0.1	2.7
COCCNC(=S)N/N=C/c1ccc(OC(=O)c2cc(OC)c(OC)c(OC)c2)cc1	1.2	-2.5	-0.4	1.7
O=C(CSc1nnc(-c2ccc3c(c2)OCCO3)o1)NC1CCCCC1	-0.3	-1.2	-0.1	3.2
COc1ccc(-c2n[nH]c3c2C(c2ccccc2[N+](=O)[O-])NC3=O)cc1 (configuration not stated)	0.2	0.7	-0.8	7.6
CCNc1nc(NCc2cccnc2)c2ncn(-c3ccccc3)c2n1	-1.1	4.9	0.4	21.1
O=C(Nc1cc2cc(Cl)ccc2oc1=O)c1ccccc1	1.5	-13.5	0.2	-18.1
CC(C)C(=O)NC(=S)N1CCOCC1	-0.5	5.6	0.0	-5.7

New compounds follow.
SMILES	GPR151 activ	TEAD-YAP block	FBW7 activator	MITF inh
COc1ccc(-c2cnc3c(NCc4ccc(F)cc4)nccn23)cc1OC	-0.3	-7.2	0.1	0.0
O=C(COC(=O)Cc1n[nH]c(=O)c2ccccc12)Nc1ccc2ccccc2c1	-0.7	-7.9	0.0	-3.3
CC(=O)NC(Cc1c[nH]c2ccccc12)C(=O)NCC(=O)O (configuration not stated)	1.1	3.3	-0.1	16.5
CCCCc1nnc(-c2cc3ccccc3n2CC(=O)NCCc2ccc(OC)c(OC)c2)o1	1.1	-27.3	0.1	8.6
O=C(c1ccc2c(=O)n(-c3cc(C(F)(F)F)ccc3Cl)c(=S)[nH]c2c1)N1CCN(c2ccccc2)CC1	-0.2	-5.4	-0.1	-0.6
OC(CNCC1CCCO1)Cn1c2ccc(Br)cc2c2cc(Br)ccc21 (configuration not stated)	-1.2	-7.8	0.0	-23.8
CC(C)n1cnc2c(NCc3nc4ccccc4[nH]3)nc(N3CCN(c4ccccn4)CC3)nc21	1.8	71.6*	0.0	14.5
CCCC1CCC(C2=N/C(=C\c3cccc(F)c3)C(=O)O2)CC1 (configuration not stated)	0.7	-2.8	0.0	0.3
NS(=O)(=O)c1ccc(NC(=O)COC(=O)c2cc3ccccc3o2)cc1	1.0	13.8	-0.1	-3.0
